Lipid storage S3 = qHTS Assay for Lipid Storage Modulators in Drosophila S3 Cells; Drosophila S3 cells, BODIPY lipid droplet fluorescence, 18-24 h; cells fed with added oleic acid; lipid storage change, negative = inhibition, % at the top dose, mostly 46.1 µM; hits show Potency in µM; actives 0.64% (n = 320,000); active means well fitted inhibition curve with a large enough effect in the signal ratio, with a control signal flat, not every such curve was filed as active; inconclusive means small, poorly fitted or top-dose-only effect, or effect the other way, or a change in a side signal; the % refers to the signal ratio
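Drosophila S3 cells loaded with oleic acid (400 uM, as added) and compounds at several concentrations; lipid droplets imaged by 488-nm laser-scanning cytometry, 500–530 nm intensity and object ratio to cell channel. Percent activity normalized to 20 uM Triacsin C.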
Lipid storage S3 cell count max = second read-out of Lipid storage S3, no call of its own (marks repeat the call); cell number change, %; measured here: cell count max response;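 cells counted by Cell Tracker Red CMTPX staining in the red channel; peak over a dose series mostly up to 46.1 µM; percent activity relative to internal control wells on each plate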
Numbers without * were called inactive; i = inactive; u = inconclusive; x = not tested or not shown. On the % scale 0 is the no-effect control and ±100 the full control effect; potency means the concentration at half of the fitted maximal effect. This is a subset; rates above refer to the full screens.

Each structure is followed by: Lipid storage S3	Lipid storage S3 cell count max
CC(=O)N1CCc2ccc(NC(=O)c3c(-c4c(Cl)cccc4Cl)noc3C)cc21
 : u	x
CSc1ccc2c(c1)C(N1CCN(C)CC1)Cc1ccccc1S2 (stereo not given)
 : u	x
O=C(CCc1nnc2ccc(N3CCCCC3)nn12)NCC1CCN(Cc2ccc(F)cc2)CC1
 : u	x
N#Cc1ccccc1NC(=O)COC(=O)c1ccc(S(=O)(=O)N2CCCC2)cc1
 : u	x
O=C(CN1C(=O)NC2(CCCCCC2)C1=O)NC1CCCCCCC1
 : u	x
COc1cccc(CNC(=O)C2CCC(CNS(=O)(=O)c3cccc4cccnc34)CC2)c1 (stereo not given)
 : u	x
COc1cc(/C=N/Nc2cccc(C)c2)cc(Br)c1O
 : u	x
CCN(CC)CCNC1=CC(=O)OC12CCCCC2
 : -7%	-8
Cc1ccc(NC(=O)CN(C)C(=O)CCC(=O)N2CCOCC2)cc1
 : u	x
CSCCC(NS(=O)(=O)c1ccccc1F)C(=O)OCc1ccccc1Cl (stereo not given)
 : u	x
CN(C)CCNC(=O)COc1ccc(C23CC4CC(CC(C4)C2)C3)cc1
 : u	x
CCOc1ccccc1C(=O)Nc1cccc2ccccc12
 : u	x
C=CCOc1c(Br)cc(/C=N\n2nnnc2N)cc1OC
 : u	x
O=C(CSc1nnc(COc2ccccc2)o1)Nc1nccs1
 : 0%	x
O=CN(/C=C1\Sc2ccccc2C1=O)Cc1ccccc1
 : i	-27
CCC(c1nnnn1CCOC)N1CCN(c2cccc(C(F)(F)F)c2)CC1 (stereo not given)
 : u	x
COc1cccc(CN2CCNC(=O)C2CC(=O)N(C)CCc2ccccn2)c1 (stereo not given)
 : 7%	6
CCN(C(=O)COC(=O)CCS(=O)(=O)c1ccc(C)cc1)C1CCS(=O)(=O)C1 (stereo not given)
 : -18%	17
O=C(CN1CCN(S(=O)(=O)N2CCCCC2)CC1)Nc1cc(Cl)ccc1Cl
 : u	x
O=C(Cn1c2c(c(=O)n3ncnc13)CCC2)N/N=C/c1cccs1
 : -12%	4

Quoted at random: two entries already listed
Each structure is followed by: Lipid storage S3	Lipid storage S3 cell count max
O=CN(/C=C1\Sc2ccccc2C1=O)Cc1ccccc1
 : i	-27
C=CCOc1c(Br)cc(/C=N\n2nnnc2N)cc1OC
 : u	x

The listing continues.
Each structure is followed by: Lipid storage S3	Lipid storage S3 cell count max
CCC(C)C(=O)Nc1nnc(SCC(=O)NC2CCCCC2)s1 (stereo not given)
 : -11%	25
CC(C)(C)OC(=O)n1cc(/C=N/NC(=O)c2ccco2)c2ccccc21
 : u	x
C/C(=N\NC(=O)c1ccccc1)c1ccccc1F
 : u	x
O=C(c1c(F)cccc1F)N1CCN(c2ncc(Br)cn2)CC1
 : u	x
CCN(c1ccccc1)S(=O)(=O)c1ccc(Cl)nc1
 : 3%	19
CC(C)CCn1c(=O)c2ccccc2n2c(CCl)nnc12
 : u	x
CN(C)c1nc(N)c([N+](=O)[O-])c(NCc2ccccc2)n1
 : u	x
CCNC(=S)Nc1cccc(S(=O)(=O)NC2=NCCC2)c1
 : 4%	11
CCOC(=O)C(Oc1ccc(=O)[nH]n1)C(C)=O (stereo not given)
 : 1%	-6
C/C=C/Cn1c(SCc2ccccc2)nc2c1c(=O)[nH]c(=O)n2C
 : u	x
COCc1c(C(=O)N/N=C/C2CC=CCC2)nnn1-c1nonc1N (stereo not given)
 : u	x
Cn1cc(SCC(=O)N2CCCc3ccccc32)c2ccccc21
 : u	x
CCN1C(=O)C(=O)N(CC(=O)c2cc(C)n(C3CC3)c2C)C1=O
 : -6%	1
COCCn1c(SCC#N)nnc1-c1ccccc1O
 : -14%	-7
COc1ccc(C)cc1NC(=O)C1CCN(S(=O)(=O)c2cccc3cccnc23)CC1
 : 10µM*	-25*
Cc1cccn2cc(CNC(=O)CC3CCCC3)nc12
 : u	x
CC(C)C1=CC(=Nc2ccc(S(N)(=O)=O)cc2)C=C(C(C)C)C1=O
 : u	x
COc1ccc(S(=O)(=O)NC(CC(=O)N2CCc3ccccc32)c2ccco2)cc1 (stereo not given)
 : i	x
CC1=C(C(=O)Nc2ccc(C)cc2C)C(c2cccs2)NC(=S)N1 (stereo not given)
 : -15%	x
Cc1ccccc1NC(=O)CNC(=O)c1ccc(C(F)(F)F)cc1
 : u	x

Compound profiles, from the list above. Order of screens: Lipid storage S3 | Lipid storage S3 cell count max
CCN1C(=O)C(=O)N(CC(=O)c2cc(C)n(C3CC3)c2C)C1=O across the screens: -6% | 1
COc1ccc(S(=O)(=O)NC(CC(=O)N2CCc3ccccc32)c2ccco2)cc1 (stereo not given) across the screens: i | x

(continued)
Each structure is followed by: Lipid storage S3	Lipid storage S3 cell count max
O=C1N(c2ccc3c(c2)OCCO3)C(c2ccccc2)C1(F)F (stereo not given)
 : u	x
Cc1cnc(C(=O)OCC(=O)C23CC4CC(CC(C4)C2)C3)cn1
 : u	x
CCCCCCCNc1nc(Cl)nc(NCCO)n1
 : -17%	-1
CCn1nnc(NC(=O)C(C)(c2ccccc2)c2ccccc2)n1
 : -6%	-9
CSc1nc2cc(C)nn2c(-c2ccc(C(C)(C)C)cc2)c1C#N
 : u	x
CCN(CC)S(=O)(=O)c1cccc(NC(=O)COC(=O)C2COc3ccccc3O2)c1 (stereo not given)
 : u	x
O=C(Nc1cnn(Cc2ccc(F)cc2)c1)c1noc2c1CCCC2
 : 2%	9
S=C1NCN(Cc2cccnc2)CN1c1cccc2ccccc12
 : 10%	15
COc1ccc(C2=NO[C@@H]3C(=O)N(Cc4ccccc4)C(=O)[C@H]23)cc1OC
 : i	x
CC1(Cc2cn(CCC#N)c3ccccc23)OCCO1
 : u	x
CCc1sc(NC(=O)CCC(=O)O)nc1-c1cc2ccccc2oc1=O
 : u	x
COc1ccc(-c2nc(-c3ccc(NC(=O)c4ccc(Br)o4)cc3)no2)cc1OC
 : u	x
Cc1c(C(=O)O)sc2nc(-c3cccs3)cc(C(F)(F)F)c12
 : u	x
Cc1ccc(C2CC(c3cccs3)=NN2C(=O)CCl)cc1 (stereo not given)
 : u	x
c1ccc(-n2nnnc2SCc2cn3ccccc3n2)cc1
 : i	25
C[C@@H]1CN(c2nc3nonc3nc2N2CCSCC2)C[C@H](C)O1
 : -10%	-1
Cc1nc(S(=O)(=O)c2ccc(Cl)cc2)c(N(C)C)o1
 : i	8
CCn1cc(SCC(=O)NC2CCCC2)c2ccccc21
 : -14%	-9
CCOc1ccc(-c2nnc3ccc(SCC(=O)Nc4nc5ccc(C)cc5s4)nn23)cc1
 : u	x
C=C(C)CCC(C)N1CCC(n2nccc2NC(=O)CCCc2ccccc2)CC1 (stereo not given)
 : u	x
O=C(C1CCN(S(=O)(=O)c2cnc[nH]2)CC1)N1CCn2c1nc1ccccc12
 : -13%	-9
CC(=O)c1sc(-c2ccccc2)cc1N
 : 7%	19
Cc1c(O)c(S(=O)(=O)c2ccccc2)c(=O)n(-c2ccccc2)c1-c1ccccc1
 : u	x
CCOC(=O)c1cnc(-n2cc(C)cn2)nc1NCc1ccc2c(c1)OCO2
 : -14%	3
CCOc1cc(N2CCOCC2)c(OCC)cc1NS(=O)(=O)c1cc(NC(C)=O)ccc1OC
 : -4%	-17
CCC(=O)Nc1cccc2ccccc12
 : u	x
COc1ccc(CNC(=O)CCn2c(=O)oc3ccccc32)c(OC)c1
 : -3%	7
COc1ccc(N2CCN(C(=O)Cn3c(=O)c4cccn4c4cccnc43)CC2)cc1
 : i	25
O=C(CCn1c(=S)oc2ccccc21)Nc1ccc(F)cc1
 : u	x
O=C(CN1C(=O)C2CC=CCC2C1=O)NC1CCCCC1 (stereo not given)
 : u	x
CSc1ccc(CNC2CC2)cc1
 : 16%	-1
O=C(CSc1nnc(-c2cccs2)o1)OC1CCCCC1
 : -11%	-13
c1ccc(N2CCN(c3cnc4ccccc4n3)CC2)cc1
 : u	x
CC1CCN(C(=O)c2[nH]cnc2C(=O)Nc2cccc(Cl)c2)CC1
 : u	x
Cc1ccc(S(=O)(=O)NCC(=O)N(CC(=O)NCC2CCCO2)Cc2ccccc2Cl)cc1 (stereo not given)
 : -10%	1
CCOC(=O)C1CCCN(CC(=O)NC2=Nc3ccccc3N=C(C)C2c2ccccc2)C1 (stereo not given)
 : u	x
COc1ccccc1/C=C/C(=O)NCC(=O)N/N=C(\CCC(=O)O)c1ccccc1
 : u	x
CCC1CCCCN1CCCNC(=O)CSc1nc2nc(C)c(Cc3ccccc3Cl)c(C)n2n1 (stereo not given)
 : u	x
C=C(C)Cn1c(=O)c(NC(=O)c2ccccc2)c2n(c1=S)CCC2
 : u	x
O=C(CN1CCN(S(=O)(=O)c2ccc(Br)cc2)CC1)N/N=C/c1ccccc1C(=O)O
 : u	x

Ordered by the number under Lipid storage S3 cell count max (ascending): 6 of the compounds above.
SMILES,Lipid storage S3 cell count max
CCOc1cc(N2CCOCC2)c(OCC)cc1NS(=O)(=O)c1cc(NC(C)=O)ccc1OC,-17
O=C(CSc1nnc(-c2cccs2)o1)OC1CCCCC1,-13
CSc1ccc(CNC2CC2)cc1,-1
COc1ccc(CNC(=O)CCn2c(=O)oc3ccccc32)c(OC)c1,7
CC(=O)c1sc(-c2ccccc2)cc1N,19
COc1ccc(N2CCN(C(=O)Cn3c(=O)c4cccn4c4cccnc43)CC2)cc1,25

Next records follow:
Each structure is followed by: Lipid storage S3	Lipid storage S3 cell count max
O=C(O)c1cccc(Nc2nc(C(F)(F)F)nc3ccccc23)c1
 : 1%	-11
O=C(CN1CCN(c2ccc(Cl)cc2)CC1)Nc1cccc(F)c1
 : i	182
Cc1nn(-c2ccccc2)c(C)c1/C=N/n1cnnc1
 : -13%	-6
O=C(COC(=O)c1ccc2c(c1)OCCO2)NCCC1=CCCCC1
 : u	x
O=C(CCn1[nH]c(=O)c2ccccc2c1=O)NCCO
 : 12µM*	1.5*
CC1=C(C(=O)OCC(C)C)C(c2ccc(Br)s2)NC(=O)N1 (stereo not given)
 : u	x
O=C(Cn1cnc2ccccc2c1=O)NC1CCS(=O)(=O)C1 (stereo not given)
 : u	x
CC1(C)CC(=O)C(N=Nc2ccc(OC(F)F)cc2)=C(O)C1
 : u	x
COc1ccccc1C1CC(=O)NC(C)=C1C(=O)OCC(C)C (stereo not given)
 : -5%	2
O=C(CSc1nc(=O)[nH]c2c1CCCC2)Nc1ccc(F)cc1F
 : u	x
COc1ccc(-c2cn[nH]c2-c2ccc(OCc3ccc([N+](=O)[O-])cc3)cc2O)cc1OC
 : u	x
O=C(c1cccc(S(=O)(=O)N2CCOCC2)c1)N1CCN(c2ccccc2)CC1
 : u	x
Cn1c2cc(Br)sc2c2cnn(Cc3ccc(F)cc3F)c(=O)c21
 : i	x
CCOc1ccc(NC(=S)N2CCC(N(C)CCN3CCOCC3)CC2)cc1
 : 6%	1
N=C1CCCN1c1ccccc1O
 : u	x
CC(C)(C)Nc1nc(SCC(=O)Nc2ccccc2Cl)nc(N2CCOCC2)n1
 : u	x
CCCCN(C(=O)c1ccc(NC2CC2)c([N+](=O)[O-])c1)c1c(N)n(CCCC)c(=O)[nH]c1=O
 : 2%	x
O=C(COC(=O)c1cnccn1)Nc1ccc(Cl)cc1C(F)(F)F
 : 7%	-5
COc1ccc(CCN(C)C2CCCN(S(=O)(=O)C(C)C)C2)cc1OC (stereo not given)
 : 2%	2
Cc1cc(=O)[nH]c(/N=C(\N)Nc2ccc(Oc3ccccc3)cc2)n1
 : 19%	0
Cc1ccc(NC(=O)CN(C)C(=O)c2cn(Cc3ccccc3)nc2-c2cccnc2)cc1
 : i	x
Cc1ccc(CSc2nnc(C(F)(F)F)n2Cc2ccc(F)cc2)cc1
 : -3%	-13
C/C(=N/NC(=O)Cc1cc(=O)[nH][nH]1)c1ccc([N+](=O)[O-])cc1
 : 15%	11
CCOc1cc(C2NC(=O)NC(C)=C2C(=O)OCc2ccccc2)ccc1O (stereo not given)
 : 15%	-29
CCCN(CC(=O)Nc1ccccc1OC)C(C)C(=O)NC(C)CCc1ccccc1 (stereo not given)
 : i	0
CC1(C)Cc2c(sc3nc[nH]c(=O)c23)CO1
 : u	x
CCn1c2ccccc2c2cc(/C=N/n3cnnc3)ccc21
 : u	x
Cc1ccc(OCCOC(=O)C2CCN(S(=O)(=O)c3ccc(C)c(C)c3)CC2)cc1
 : u	x
CCN(C(=O)COC(=O)c1cccnc1SC)C1CCS(=O)(=O)C1 (stereo not given)
 : u	x
CCN(c1ccc(OC)cc1)S(=O)(=O)c1cc(-c2cc(C)no2)ccc1OC
 : u	x
CCOc1ncccc1C(=O)OCC(=O)c1ccccc1Br
 : u	x
O=C(c1ccc(S(=O)(=O)NCc2ccco2)cc1)N1CCN(c2ccc(F)cc2)CC1
 : u	x
CSCCC(NC(=O)c1ccco1)C(=O)N1CCN(c2ccccc2O)CC1 (stereo not given)
 : 10%	27
CC(=O)Nc1ccc(NC(=O)C(=O)c2cn(CC(=O)N3CCCCC3)c3ccccc23)cc1
 : 0%	10
O=C1NCCCN1Cc1ccc(F)cc1Cl
 : u	x
CCOc1ccccc1N1C(=O)CC(Sc2n[nH]c(-c3ccccc3)n2)C1=O (stereo not given)
 : -2%	-1
O=C(NC(=S)Nc1nc(-c2ccccc2)cs1)c1ccco1
 : 3%	2
